# TbPYK inhibitor = blocks Trypanosoma brucei pyruvate kinase; Q57TT1; TbPYK enzyme, Kinase-Glo Plus ATP luminescence, 45 min; Potency, µM (series often up to 76.8 µM), for inactives: at the highest dose activity, negative = inhibition, hits mostly inhibitors; hit rate 0.12% among 410,000; AID 624173; note: potency is the fitted concentration of half-maximal effect; nearly all actives have a fitted effect of over 50% in size
#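 T. brucei PYK with substrate was exposed to pin-transferred compounds across a concentration series, then started with 130 uM ADP (final). After 45 min at room temperature, Kinase-Glo Plus luminescence was read, normalized and curve-fitted.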
# AMA1 RON2 block = inhibitors of Plasmodium falciparum AMA1-RON2 interaction; AID 720542; AlphaScreen AMA1-biotinylated RON2 peptide binding; Potency, µM (top dose mostly 58.2 µM), without a hit: at the top dose activity change, negative = inhibition, hits mostly inhibitors; hit rate 0.2% among 360,000;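 note: potency is the fitted concentration of half-maximal effect; 0% = vehicle wells and -100% = peptide control; nearly all actives have a fitted effect of over 45% in size; some results filed as inactive show a strong effect at the top dose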
#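 AMA1 (3D7) with his tag at 25 nM final met compounds first, then biotinylated RON2 peptide at 25 nM; detection used donor plus acceptor beads, 10 µg/mL apiece, read by AlphaScreen after 30 min at room temperature.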
# HCMV inh = inhibitors of human cytomegalovirus; HFF cells, HCMV-luciferase reporter, 72 h; active compounds read low; activity change, negative = inhibition, % at 57.5 µM; hit rate 4.5% among 410,000; in the data active = activity change below about -60%; inconclusive = no clear call, values can overlap the other calls; inactive = above about -39%
#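 Cell-based, HFFs, 1000 cells/well, 16 h 37C; cpds in DMSO + HCMV-luc, MOI 1 PFU/cell; 72 h 37C; OneGlo luminescence after 5 min RT; norm. to buffer vs Salinomycin 10uM.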
# AmpC no deterg = inhibitors of E. coli AmpC beta-lactamase without detergent; AmpC nitrocefin hydrolysis, absorbance 480 nm, 0.0001% Triton; Potency, µM (top dose mostly 57.1 µM), for inactives: at the highest dose activity change, negative = inhibition, hits mostly inhibitors; hit rate 0.52% among 330,000; AID 485341;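 note: potency is the fitted concentration of half-maximal effect; plate controls were no compound for no effect and no enzyme for full effect; nearly all actives have a fitted effect of over 20% in size; some results filed as inactive show a strong effect at the top dose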
# Target sequence (P00811 whole entry, looked up): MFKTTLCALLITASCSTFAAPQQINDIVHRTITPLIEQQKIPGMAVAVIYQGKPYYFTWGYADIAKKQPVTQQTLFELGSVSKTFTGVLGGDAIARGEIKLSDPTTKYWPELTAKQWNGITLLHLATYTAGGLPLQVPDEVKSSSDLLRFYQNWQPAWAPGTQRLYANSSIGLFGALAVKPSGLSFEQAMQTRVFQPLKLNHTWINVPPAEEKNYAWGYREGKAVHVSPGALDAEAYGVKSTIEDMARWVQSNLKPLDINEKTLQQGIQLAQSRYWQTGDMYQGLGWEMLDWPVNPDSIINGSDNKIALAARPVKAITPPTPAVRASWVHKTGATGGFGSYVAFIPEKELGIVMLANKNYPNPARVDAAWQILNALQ
#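 20 mM phosphate pH 7.0 + 0.01% (detergent screen) or 0.0001% Triton X-100; 5.3 nM AmpC reagent; cpd preinc 15 min RT; nitrocefin (800 uM stock) to start; A480 q20 s × 4 min; Activity was normalised to no-enzyme and no-compound control wells.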
# AmpC detergent = blocks E. coli AmpC beta-lactamase in detergent assay | Potency, µM (titrated, usually from 114 µM), for inactives: at the top dose activity change, negative = inhibition, usual class: inhibitors | AmpC hydrolysis of nitrocefin, absorbance 480 nm, 0.01% Triton | hit rate 0.041% among 370,000 | P00811 | AID 485294;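 note: potency is the fitted concentration of half-maximal effect; 0% = no-compound wells and -100% = no-enzyme wells; nearly all actives have a fitted effect of over 25% in size; some results filed as inactive show a strong effect at the top dose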
#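 AmpC (5.3 nM in the dispensed reagent) in 20 mM phosphate pH 7.0 with 0.01% (detergent screen) or 0.0001% Triton X-100 was preincubated with compounds for 15 min at room temperature. Nitrocefin was then added from an 800 uM solution, and hydrolysis was followed at 480 nm.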
# HCV inh = HCV inhibition; Huh7.5.1 HCVcc-Cre infection, luciferase reporter, 44 h; Potency, µM (doses to about 41.8 µM), inactives show at the highest dose activity change, negative = inhibition, actives largely listed as inhibitors; hit rate 3.4% among 340,000; AID 651820; note: potency is the fitted concentration of half-maximal effect
#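 Luciferase read-out (15 sec integration) after a 15 min room-temperature substrate step quantifies HCVcc-Cre infection. Cells, 1,000 per well, had compound added 4 h post-plating, then virus at ~0.5 moi, and were cultured 44 h.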
# LmPK inh = blocks Leishmania mexicana pyruvate kinase activity | Q27686 | purified LmPK, Kinase-Glo ATP luminescence, 1 h | Potency, µM (top dose mostly 57.5 µM), for inactives: at the highest dose activity change, negative = inhibition, usual class: inhibitors | hit rate 0.37% among 290,000 | AID 1721; note: potency is the fitted concentration of half-maximal effect
# Target sequence (Q27686 whole entry, looked up): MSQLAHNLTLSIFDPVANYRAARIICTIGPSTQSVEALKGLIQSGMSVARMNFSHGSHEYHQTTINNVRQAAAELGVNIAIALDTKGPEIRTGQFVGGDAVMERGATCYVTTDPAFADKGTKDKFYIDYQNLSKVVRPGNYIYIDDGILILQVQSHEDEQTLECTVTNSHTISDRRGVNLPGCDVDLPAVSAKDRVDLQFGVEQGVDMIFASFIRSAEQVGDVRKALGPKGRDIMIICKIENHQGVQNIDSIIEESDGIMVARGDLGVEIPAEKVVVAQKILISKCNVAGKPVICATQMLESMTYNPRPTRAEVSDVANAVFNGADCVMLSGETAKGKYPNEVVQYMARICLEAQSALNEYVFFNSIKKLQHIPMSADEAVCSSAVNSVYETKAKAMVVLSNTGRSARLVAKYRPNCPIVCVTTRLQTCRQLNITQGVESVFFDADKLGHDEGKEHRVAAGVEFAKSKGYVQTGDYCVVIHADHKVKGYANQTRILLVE
#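 In 50 mM imidazole pH 7.2 with 7 mM MgCl2, LmPK (0.1 nM) turned over PEP (0.5 mM) and ADP (0.1 mM) for 1 h at room temperature. Luciferase read-out of ATP.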
# * = called active by the depositor; ? = inconclusive; . = no result given; [ ] = remark or other dose. Unless noted, calls come from the whole dose curve; as a rule, active = well fitted curve in the direction sought with a large enough effect; inconclusive = small, poorly fitted or top-dose-only effect, or another doubt; inactive = no such curve, though single readings can be large; an effect the other way counts as inactive or inconclusive. Unless noted, % is set by controls: 0 for no effect and ±100 for the full control effect.
# Order of values – AMA1 RON2 block, HCV inh, AmpC detergent, HCMV inh, LmPK inh, TbPYK inhibitor, AmpC no deterg
O=C(Cn1cc(SCc2c(F)cccc2Cl)c2ccccc21)N1CCCC1
    ., ., -6%, -31, ., -13%, .
Cc1cc(C)n2nc(SCC(=O)NC3CCCC(C)C3C)nc2n1 (configuration not stated)
    2%, 17%, 0%, ?, 2%, 4%, 19%
COc1ccc(C(=O)C2CCCN(Cc3cnc(N4CCCC4)s3)C2)cc1OC (configuration not stated)
    -3%, -9%, 8%, -11, 6%, 2%, 72%[activator]
CC(=O)C1=C(O)C(=O)N(c2ccc(S(N)(=O)=O)cc2)C1c1ccccc1F (configuration not stated)
    15%, 7%, ?, -12, 1%, 1%, -1%
Cc1cc(N2CCN(C)CC2)nc2ccc(NC(=O)CCC(=O)N3CCN(c4ccc([N+](=O)[O-])cc4)CC3)cc12
    -14%, 11µM*, -3%, -64*, 5%, 0%, 161%[activator]
CC1(C)Cc2cccc(OCC(=O)N3CCN(c4ccc(F)cc4)CC3)c2O1
    -10%, -8%, ?, 6, ., -2%, 88%[activator]
Cc1cc(C(=O)NN=C(CCC(=O)O)c2cccs2)c(C)o1
    70%[activator], -5%, ., -7, ., -3%, -36%
O=C(C[n+]1ccccc1)Nc1ccc(Oc2ccccc2)cc1
    0%, 16%, 4%, -23, 5%, 4%, 30%
Cc1oc(-c2ccccc2)nc1CS(=O)CC(=O)NC1CCCCCC1 (configuration not stated)
    0%, 6%, -10%, -6, -7%, 0%, 52%
CCc1ccc(NS(=O)(=O)c2ccc(-c3cc(C)no3)cc2)cc1
    ., ., 2%, ?, ., -8%, .
CCN(CC(=O)Nc1ccc(C(=O)Nc2ccc(OC)cc2)cc1)Cc1nc2ccccc2c(=O)[nH]1
    84%[activator], ?, -13%, -1, 3%, -10%, -16%
COC(=O)[C@@]1(Sc2ccc(C)cc2)CC(=O)N(C(=O)c2ccccc2)[C@@H]1c1ccccc1
    -5%, ., ., 4, ., 5%, .
Cc1cc(Cl)ccc1NC(=O)Cc1ccc(NC(=O)N2CCCCc3ccccc32)cc1
    ., ., 0%, 25, ., -1%, .
Brc1c(CSc2nc3ccccc3o2)nc2ncccn12
    3%, 17%, ?, 51, -7%, 4%, -4%
CCCCOc1ccc(C(=O)N2CCCC2)cc1
    -4%, 1%, 7%, 110, ?, -19%, 5%
Cc1cc(Nc2cc(F)ccc2C)nc(-n2nc(C)cc2C)n1
    ., ., -6%, -80*, ., -4%, .
Cc1cccc(NC(=O)c2ccc(S(=O)(=O)N3CC(C)OC(C)C3)cc2)n1 (configuration not stated)
    12%, ?, -16%, -39, ., 2%, 1%
O=C(NC(=S)NC1CCCC1)c1ccccc1Br
    15%, 2%, -8%, 28, ?, 8%, -15%
CN(C)C(=O)c1c2c(nc3ccccc13)-c1ccccc1CC2
    4%, ?, -9%, 104, 2%, -9%, 5%
CCCN(CCC)c1nc(Cl)nc(NCCN2CCOCC2)n1
    -9%, 14µM*, -1%, -14, -2%, 1%, -5%
C=CCn1c(COc2ccc(F)cc2)nnc1SCC(=O)NC1CCCC1
    12%, 30%, -10%, 7, ., -8%, 3%
O=[N+]([O-])c1ccc(/C=N/n2c(-c3cccnc3)n[nH]c2=S)cc1
    3%[2.32 µM], 9%, -8%, 16, 4%, ?, -17%
O=C(CN1CCOCC1)Nc1ccccc1Cl
    17%, 9%, -6%, 26, -8%, 10%, -5%
CC(C)(C)OC(=O)N1CCC(C(=O)N2CCCCCC2)CC1
    -2%, 16%, 0%, 14, 2%, -1%, -2%
O=C(Nc1ccc(N2CCCCC2)c(C(=O)O)c1)c1ccco1
    -12%, 0%, -6%, 38, 2%, 5%, 3%
Cn1ncc(Br)c1NC(=O)Nc1ccc(OC(F)(F)F)cc1
    -12%, 1%, ?, 17, 0%, 7%, -27%
Cc1cccc(N2CCN(C(=O)NC3CCCCC3)CC2C)c1 (configuration not stated)
    -9%, -1%, 3%, ?, 5%, 1%, 17%
CCc1n[nH]c(=S)n1/N=C/c1ccc(NC(C)=O)cc1
    85%[activator], 0%, 6%, 26, -3%, -24%, -24%
Cc1ccccc1OCC(=O)N1CCN(CCc2ccccn2)CC1
    ., ., 17%, 8, ., 8%, .
CN(C)S(=O)(=O)c1cccc(NC(=O)COc2ccccc2C(=O)NCc2ccccc2)c1
    8%, -1%, 0%, -11, ., -4%, -29%

# Later entries
# Order of values – AMA1 RON2 block, HCV inh, AmpC detergent, HCMV inh, LmPK inh, TbPYK inhibitor, AmpC no deterg
Nc1scc(-c2ccncc2)c1Cl
    0%, -17%, -15%, 13, 0%, 4%, -34%
CN1CCN(c2cccc3c2C(=O)c2ccccc2C3=O)CC1
    -20%, ?, -8%, 8, -5%, -11%, -16%
COc1ccc(-n2cnc3cc(NS(=O)(=O)c4ccccc4)ccc32)cc1
    7%, ?, -6%, -3, 1%, -12%, -20%
CC1(C(=O)NS(=O)(=O)c2ccc(C#N)cc2)CCN1C(=O)Cc1ccsc1 (configuration not stated)
    1%, ., ., -5, ., 5%, .
COc1ccc(C2CC(c3cccc(C)c3)n3ncnc3N2)cc1 (configuration not stated)
    2%, 6%, ?, -19, 3%, 0%, ?
CC1CCN(S(=O)(=O)N2CCC(C(=O)NC3CCCC3)CC2)CC1
    3%, 0%, -5%, 13, 5%, 2%, -1%
Cc1ccccc1CN(C)CCc1ccccn1
    -29%, 22%, 3%, ?, 2%, 2%, -17%
CCc1nc2ccc(C(=O)NCc3ccc4c(c3)OCO4)cn2c1N(C)Cc1cccs1
    -11%, ., ., -9, ., -6%, .
Cc1ccc(S(=O)(=O)NC(=O)Nc2ccc(OC(F)F)cc2)cc1
    -7%, 18%, -6%, 18, -6%, -1%, -9%
O=C(c1cc(=O)[nH]c2ccccc12)N1CCN(Cc2ccc3c(c2)OCO3)CC1
    -1%, 10%, ?, -15, ., -2%, -3%
Cc1ccc(NC(=O)C(Cc2c[nH]c3ccccc23)NC(=O)OC(C)(C)C)c(C)c1 (configuration not stated)
    ., ., 9%, 8, ., 2%, .
N#Cc1c(SCC(=O)Nc2ccc(C(F)(F)F)cc2)sc2c(O)cc(=O)[nH]c12
    4%, 5%, 0%, -15, -3%, -5%, -52%
O=C(CC(=O)NC1CCCCC1)N/N=C/c1ccccc1[N+](=O)[O-]
    -1%, 6%, -6%, 60, 3%, -1%, -8%
Cc1cc2c(NS(=O)(=O)c3ccc(F)cc3)cccc2nn1
    -7%, 15%, -8%, 24, 3%, -6%, -12%
CC(C)(C)NC(=O)CN(C(=O)C(=O)Nc1ccc2c(c1)OCCO2)C(C)(C)C
    8%, 23%, 2%, 16, -2%, 6%, 2%
Cc1c(CN2CCN(C)C(CCO)C2)[nH]c2c(Cl)cccc12 (configuration not stated)
    2%, ?, -4%, 132, -3%, 9%, -11%
O=C(COC(=O)CC(c1ccccc1)c1ccccc1)NCc1ccc(Cl)cc1
    0%, -7%, -3%, 21, 3%, 2%, -22%
C=CCN(Cc1cn(C)nc1-c1cccc(Cl)c1)C1CCS(=O)(=O)C1 (configuration not stated)
    1%, 10%, -3%, 29, 2%, -5%, 49%
COc1ccc(S(=O)(=O)N(C)C)cc1NC(=O)c1ccc2c(c1)OCCO2
    -14%, 5%, -17%, 7, ., 1%, -15%
Cc1ccccc1C(=O)Nc1cccc(C(=O)N/N=C/c2ccc3c(c2)OCO3)c1
    -8%, ?, -11%, 14, 2%, 4%, -46%
Cc1nc2ccccc2n1CCc1nc2c3ccccc3nc(SCC(=O)Nc3ccc(Br)cc3F)n2n1
    ., ., 3%, -6, ., 0%, .
C=CCSc1nnnn1-c1ccc(OC)cc1
    12%, 19%, 4%, 12, -1%, -3%, -16%
C=C(C)CN1CCN(c2ccc(N3C(=O)CCCC3=O)cc2[N+](=O)[O-])CC1
    0%, 13%, 2%, -19, 14%, -6%, -26%
C=CCn1c(Cc2cccs2)nnc1SCC(=O)c1ccc(F)cc1
    0%, -12%, -9%, -29, 2%, -27%, 2%
COCC(C)NC(=O)c1cc(OC)cc(OC)c1 (configuration not stated)
    5%, 2%, 1%, -7, 0%, 8%, -16%
CC(C)c1ccccc1OCC(O)CN(CC(O)COc1cccc2ccccc12)C(C)C (configuration not stated)
    ?, ?, -6%, ?, 6%, 1%, 17%
CC(C)c1ccccc1NC(=S)NC1CCN(Cc2ccccc2)CC1
    -14%, ?, 4%, 35, -4%, -2%, -15%
CC(C)(CO)NC(=O)c1ccc2c(c1)C(=O)c1ccccc1-2
    -5%, -3%, -3%, 99, 1%, 6%, -7%
Cc1ccnc(N2CCN(C(=O)CSc3nc4ccccc4nc3N3CCCCC3)CC2)c1
    -1%, ?, -11%, -23, 3%, 2%, 27%

# Another view of part of the listing above:
SMILES	AMA1 RON2 block	HCV inh	AmpC detergent	HCMV inh	LmPK inh	TbPYK inhibitor	AmpC no deterg
Cc1ccc(NC(=O)C(Cc2c[nH]c3ccccc23)NC(=O)OC(C)(C)C)c(C)c1 (configuration not stated)	.	.	9%	8	.	2%	.
N#Cc1c(SCC(=O)Nc2ccc(C(F)(F)F)cc2)sc2c(O)cc(=O)[nH]c12	4%	5%	0%	-15	-3%	-5%	-52%
O=C(CC(=O)NC1CCCCC1)N/N=C/c1ccccc1[N+](=O)[O-]	-1%	6%	-6%	60	3%	-1%	-8%
Cc1cc2c(NS(=O)(=O)c3ccc(F)cc3)cccc2nn1	-7%	15%	-8%	24	3%	-6%	-12%
CC(C)(C)NC(=O)CN(C(=O)C(=O)Nc1ccc2c(c1)OCCO2)C(C)(C)C	8%	23%	2%	16	-2%	6%	2%
Cc1c(CN2CCN(C)C(CCO)C2)[nH]c2c(Cl)cccc12 (configuration not stated)	2%	?	-4%	132	-3%	9%	-11%
O=C(COC(=O)CC(c1ccccc1)c1ccccc1)NCc1ccc(Cl)cc1	0%	-7%	-3%	21	3%	2%	-22%
C=CCN(Cc1cn(C)nc1-c1cccc(Cl)c1)C1CCS(=O)(=O)C1 (configuration not stated)	1%	10%	-3%	29	2%	-5%	49%
COc1ccc(S(=O)(=O)N(C)C)cc1NC(=O)c1ccc2c(c1)OCCO2	-14%	5%	-17%	7	.	1%	-15%
Cc1ccccc1C(=O)Nc1cccc(C(=O)N/N=C/c2ccc3c(c2)OCO3)c1	-8%	?	-11%	14	2%	4%	-46%
Cc1nc2ccccc2n1CCc1nc2c3ccccc3nc(SCC(=O)Nc3ccc(Br)cc3F)n2n1	.	.	3%	-6	.	0%	.

# Screening results (PubChem)
